Assay outcomes from PubChem.
Mm-Cpn inhibitor – Inhibitors of TCP-1 ring complex (TRiC) of Methanococcus maripaludis (MmCpn): qHTS; AID 504842, 2011; purified Mm-Cpn ATPase, ADP Transcreener TR-FRET; 330,000 tested, 0.031% active; Chaperonin Mm-Cpn (Methanococcus maripaludis); Potency, µM (series often up to 76.9 µM), for the others: at the highest dose activity, negative = inhibition, usual class: inhibitors; also: potency is read from the fitted curve at half-maximal effect; % is scaled to controls: 0 for no effect and ±100 for the full control effect; nearly all actives have a fitted effect of over 80% in size
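ATPase turnover read by TR-FRET ADP competition (Eu cryptate antibody/ADP-d2, 665/590 nm): 10uM ATP final, 25nM Mm-CPN final, 30 min 37degC after 10-min compound preincubation, pH 7.4 Tris/KCl/MgCl2/DTT buffer.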
pAkt inh – HTS Assay for Inhibitors of Akt Phophorylation: Primary Screen; Neuro2A IGF-stimulated pAkt S473 HTRF, 20 min; active compounds read low; activity change, % for hits at 50 µM; 360,000 tested, 0.32% active; AID 651550, 2012; in the data active = activity change below about -80%; inconclusive = mostly about -51% to -80%; also: % is scaled to controls: 0 for no effect and ±100 for the full control effect
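Single-point screen (50 µM final compound) in Neuro2A cells stimulated 20 min with 6 nM IGF at 37 deg C. After lysis, Ser473-phosphorylated Akt read by HTRF (ex 330 nm, em 615/665 nm) as the 665/615 ratio.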
CCT chaperon mod – High-Throughput Screening for Modulators of Cytosolic Chaperonin Activity | purified chaperonin ATPase assay, HTRF ADP detection, 30 min | activity change, % (no concentration beside the values), hits read low | 360,000 tested, 0.3% active | AID 651819, 2012; in the data active = activity change below about -30%; also: % is scaled to controls: 0 for no effect and ±100 for the full control effect
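Nucleotide hydrolysis assay: TRiC at 20–40 nM final (set by batch activity) with 10 uM ATP, 30 min at 37 °C, in presence of 76 uM compound. Detection by competitive ADP HTRF, 30 min ambient.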
A549 tox – Nrf2 qHTS screen for inhibitors: counterscreen for cytotoxicity; A549 ARE-Fluc cells, CellTiter-Fluor viability, 18-24 h; Potency, µM (highest dose often 46 µM), for inactives: top-dose activity change, negative = cytotoxicity, most hits filed as inhibitors; 390,000 tested, 0.16% active; AID 504648, 2011; also: potency is read from the fitted curve at half-maximal effect; % is scaled to controls: 0 for no effect and ±100 for the full control effect
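A549 ARE-Fluc cells in 5% FBS OPTI-MEM, 5000 cells/well, rested 2 h then exposed to compounds in concentration-response for 18-24 h at 37 °C. Viability by CellTiter-Fluor fluorescence (Ex 405/Em 525) after 30 min; luciferase luminescence (BugLite, 15 min, RT) read afterwards.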
S2 tox – Viability Counterscreen for Primary qHTS for Inhibitors of ATXN expression | S2 cells (HEK-293 line with an ATXN2-luciferase reporter) viability, CellTiter-Fluor protease fluorescence, 24 h | Potency, µM (highest dose often 56.7 µM), hits mostly cytotoxic | 400,000 tested, 0.49% active | AID 651635, 2014; also: potency is read from the fitted curve at half-maximal effect; nearly all actives have a fitted effect of over 40% in size
HepG2 viability – qHTS for Inhibitors of TGF-b: Cytotox Counterscreen; HepG2 CAGA-GFP viability, ATP luminescence, 18 h; Potency, µM (doses to about 46.1 µM), for inactives: at the highest dose activity change, negative = cytotoxicity, usual class: cytotoxic; 410,000 tested, 0.76% active; also: potency is read from the fitted curve at half-maximal effect; some results filed as inactive show a strong effect at the top dose
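CellTiter-Glo luminescence gave cytotoxicity after 18 hours at 37 degrees C. The cells were HepG2 CAGA-GFP in 1% FBS DMEM, stimulated with 500 pg/mL TGF-beta after compound addition. %Activity was normalised to no-cell wells (complete cell-killing) and DMSO (no toxicity), and curves were fitted and classified.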
Nrf2 ARE act – qHTS of Nrf2 Activators; AREc32 ARE-luciferase reporter (MCF7-derived line), luminescence, 24 h; AID 624171, 2012; Potency, µM (series often up to 46.1 µM), for the others: at the top dose activation, hits mostly activators; 410,000 tested, 0.31% active; also: potency is read from the fitted curve at half-maximal effect; % of control where 0% means no effect; nearly all actives have a fitted effect of over 65% in size
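ARE activation measured as luciferase luminescence (Steady-Glo, 30 min RT) in AREc32_Fluc cells after 24 hr compound exposure at 37 deg C, 5% CO2; cells seeded overnight at 1000/well in OPTI-MEM, 5% FBS.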
Nrf2 inh – Nrf2 qHTS screen for inhibitors. A549 ARE-Fluc reporter, luciferase luminescence, 18-24 h. Potency, µM (highest dose often 46 µM), for inactives: at the top dose activity change, negative = inhibition, hits mostly inhibitors. 360,000 tested, 2.1% active; also: potency is read from the fitted curve at half-maximal effect; % is scaled to controls: 0 for no effect and ±100 for the full control effect; nearly all actives have a fitted effect of over 60% in size
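Nrf2 function is reported as luminescence of an ARE-controlled luciferase in A549 cells. Compounds were tested at several concentrations, and a CellTiter-Fluor read on the same wells flagged cytotoxicity.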
TGFb inhibitor – qHTS for Inhibitors of TGF-b. HepG2 CAGA-GFP TGF-b/SMAD3 reporter, GFP fluorescence, 18 h; TGF-beta stimulated, 500 pg/mL final. 410,000 tested, 1.2% active. AID 588855, 2011. Potency, µM (series often up to 46.1 µM), without a hit: at the highest dose activity, negative = inhibition, hits mostly inhibitors; also: potency is read from the fitted curve at half-maximal effect; % is scaled to controls: 0 for no effect and ±100 for the full control effect; nearly all actives have a fitted effect of over 65% in size
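GFP signal (ex488/em500-530) from TGF-beta-stimulated HEPG2 CAGA-GFP cells, 500 pg/mL final, 18 h at 37 degrees C in DMEM plus 1% FBS, normalized to unstimulated and DMSO-stimulated controls.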
* marks the source's active call; other numbers are inactive results; i = inactive; ? = inconclusive; nt = no result given; [ ] = dose if it differs, or a comment. Unless noted, calls follow the shape of the dose curve; as a rule, active = well fitted curve in the direction sought with a large enough effect; inconclusive = small, poorly fitted or top-dose-only effect, or another doubt; inactive = no such curve, though single readings can be large; an effect the other way counts as inactive or inconclusive.

SMILES	Mm-Cpn inhibitor	pAkt inh	CCT chaperon mod	A549 tox	S2 tox	HepG2 viability	Nrf2 ARE act	Nrf2 inh	TGFb inhibitor
O=C(COC(=O)/C=C/c1cccs1)Nc1nc(-c2cccc(Br)c2)cs1	-6%	i	-0.7	1%	i	-9%	2.2%	14%	3%
COCCNC(=O)Nc1ccc2c(c1)N(C)C(=O)CS2	2%	i	1.5	-8%	i	1%	-0.8%	4%	-9%
CC(=O)C[C@@H](O)CC(=O)[C@H]1OC(=O)CCCCCCc2ccccc21	-3%	i	-1.3	-14%	i	-18%	0.4%	-12%	-1%
Cc1ccc(S(=O)(=O)N2[C@@H](c3ccc(C#N)cc3)C(C(=O)O)=C[C@H]2C(C)(C)C)cc1	1%	i	1.9	1%	i	4%	-0.3%	?	-4%
C#CCN1Cc2ccccc2Oc2cc(Br)ccc2S1(=O)=O	1%	i	-0.1	4%	i	-2%	0.2%	4%	-7%
CCOC(=O)N1CCN(S(=O)(=O)c2ccc3c(c2)oc(=O)n3C)CC1	2%	i	-2.2	0%	i	2%	-0.7%	10%	-10%
CC(C)(C)[C@H]1COC(=O)[C@H](NC(=O)OCC2c3ccccc3-c3ccccc32)C/C=C\C[C@@H](CC(=O)N(CCO)Cc2ccccc2)C(=O)N1	-5%	i	-1.2	-16%	?	-11%	2.0%	24%	?
CCc1ccccc1NC(=O)C(C#N)Cc1cccnc1 (configuration not stated)	1%	i	1.7	0%	?	18%	-0.5%	13%	2%
CCOC(=O)NC(Nc1ccc(C)cn1)(C(F)(F)F)C(F)(F)F	-1%	i	0.5	1%	i	-12%	-0.2%	?	-6%
COc1ccc(C=NNC(=S)Nc2ccc(F)cc2)cc1OC	nt	i	0.9	-16%	i	-4%	-0.2%	?	0%
CC1(C)CCCC2=C1CC1C(=O)N(O)C(=O)C1C2 (configuration not stated)	0%	i	0.4	-7%	i	-23%	0.1%	-2%	0%
CCc1ccc(-n2nc(C)c3c(C)cc(=O)n(CC(=O)N(CC)Cc4ccccc4)c32)cc1	nt	nt	nt	1%	i	-5%	4.0%	10%	3%
CC(=O)c1cnn(-c2ccc(Cl)cc2)c1C	0%	i	0.0	1%	i	-48%	0.0%	?	0%
COC(=O)c1c(C(=O)OC)c2cc(C(=O)c3ccccc3)ccn2c1Cl	-7%	i	-0.8	5%	i	-28%	-0.2%	nt	?
Cc1cc([N+](=O)[O-])ccc1NC(=O)/C=C/c1cccs1	-2%	i	0.2	-2%	?	-1%	19%	?	-20%
Cn1c(CCN2CCN(c3ccccn3)CC2)nc2cc(NC(=O)COc3ccc([N+](=O)[O-])cc3)ccc21	2%	i	0.3	1%	?	-12%	0.4%	-5%	9%
CCN(CC)S(=O)(=O)c1ccc(C(=O)NCC(=O)NCCCc2ccccc2)cc1	0%	i	1.1	2%	i	-14%	0.1%	-7%	-6%
COc1ccccc1N1CCN(C(=O)Cn2c(=O)oc3cc(S(=O)(=O)N4CCCC4)ccc32)CC1	-14%	i	1.0	-4%	i	1%	0.3%	-15%	5%
COc1ccc(C(=O)O)cc1Nc1nc2ccc(C)cc2n2cnnc12	nt	nt	nt	11%	i	0%	-0.5%	26%	26%
Cc1ccc2sc(N3CCN(C(=O)C4COc5ccccc5O4)CC3)nc2c1C (configuration not stated)	nt	nt	nt	20%	i	5%	0.2%	nt	2%
O=C(COC(=O)c1ccc2ncsc2c1)Nc1ccccc1Br	-3%	i	-4.5	19%	i	-8%	-0.3%	3%	-1%
CC(=O)OCC(NC(=O)C(COCc1ccccc1)NC(=O)OC(C)(C)C)C1OC(n2cc(F)c(=O)[nH]c2=O)C(OC(C)=O)C1OC(C)=O (configuration not stated)	nt	nt	nt	-5%	nt	-2%	nt	12%	3%
CNCC(=O)Nc1ccc(OC(F)(F)F)cc1	-2%	i	-3.7	-2%	i	-3%	0.7%	1%	14%
CCOc1cc(C2c3c(oc4ccccc4c3=O)C(=O)N2Cc2ccc3c(c2)OCO3)ccc1O (configuration not stated)	nt	nt	nt	-6%	i	-8%	0.2%	22%	-1%
Cc1nn(Cc2ccccc2)c(C)c1NC(=O)CCCn1nc([N+](=O)[O-])cc1C	-2%	i	-0.1	1%	i	11%	0.2%	14%	3%
CCc1ccc(-c2cc(C(=O)NN3CCOCC3)c3ccccc3n2)s1	-17%	i	-1.9	1%	nt	-1%	2.4%	?	2%
O=S(=O)(c1cccc(Br)c1)N1CCN(c2ncnc3scc(-c4ccccc4)c23)CC1	nt	i	2.5	8%	i	-13%	0.2%	-24%	?
COc1ccccc1C(=O)Nc1ccc(C(=O)N2CCCC2)cc1	-1%	i	-1.8	-5%	i	-18%	2.3%	-19%	-23%
COc1ccc(C(C(=O)NC2CCCC2)N(Cc2cccnc2)C(=O)c2snc(C(N)=O)c2N)cc1OC (configuration not stated)	1%	i	-0.2	-8%	i	6%	0.3%	1%	10%
Cc1ccc(Nc2cc(-n3nc(C)cc3C)ncn2)c(C)c1	1%	i	1.2	7%	i	-6%	0.3%	-8%	0%
CC(C)NC(=O)c1cc(-c2ccc(Br)cc2)on1	1%	i	0.0	-6%[1.84 µM]	i	-23%	0.0%	?	-5%
O=C(c1ccccc1)c1ccc(C(=O)N2CCN(c3ccccc3Cl)CC2)cc1	0%	i	0.3	0%	i	-22%	2.3%	4%	?
O=C(Nc1ccc(C(F)(F)F)cc1Cl)c1ccc(Cn2cc(Br)cn2)o1	nt	i	-3.3	-2%	i	-33%	0.3%	?	?
COc1ccc(OC)c(NC(=O)c2cccc(N3C(=O)C4C5C=CC(C6CC56)C4C3=O)c2)c1 (configuration not stated)	0%	i	0.4	1%	14µM*	-16%	-0.2%	0%	?
CCN(CC)C(=O)c1csc(Nc2cccc3ccccc23)n1	0%	i	1.0	-2%	i	-23%	3.7%	-21%	0%
CCN(CC)C(=O)C1=C(C)N(CCCOC)C(=O)C(CC(=O)NCCCN(C)C)C1 (configuration not stated)	nt	i	0.5	nt	i	-42%	-1.0%	nt	?
COc1ccccc1CNC(=O)c1cc(C)nc2ccccc12	-1%	i	1.3	9%	i	-11%	3.5%	-15%	-23%
COc1ccc(C)cc1NC(=O)NC(C)c1ccc2c(c1)OCO2 (configuration not stated)	-2%	i	0.8	1%	i	-7%	-0.5%	-5%	2%
CCOC(=O)c1ccc(N2C(=O)C(CC(=O)NC)N(CCc3ccc(OC)c(OC)c3)C2=S)cc1 (configuration not stated)	-10%	i	0.0	-2%	i	-14%	?	-1%	-6%
CCc1ccc(NC(=O)CSc2nc(NS(=O)(=O)c3ccccc3)cc(=O)[nH]2)cc1	-7%	i	-1.2	?	i	-28%	3.5%	?	?
COc1ccc(C(=O)N2C(=O)c3ccc(N)cc3C2=O)cc1	-8%	i	-4.7	2%	nt	-39%	3.1%	?	25%
CC1(C(=O)NS(=O)(=O)c2cccc(OC(F)F)c2)CCN1C(=O)c1cccc(F)c1 (configuration not stated)	nt	i	-1.6	nt	i	-4%	0.0%	nt	-2%
COC(=O)c1cc2sccc2n1CC(=O)Nc1cc(Cl)ccc1OC	nt	nt	nt	4%	i	-34%	9.9%	?	?
NS(=O)(=O)Nc1c(Br)cc(Br)c2cccnc12	nt	nt	nt	1%	nt	8%	nt	-2%	-2%
O=C(c1ccco1)N1CCN(C(=O)C2CCCN(S(=O)(=O)c3cccc4nsnc34)C2)CC1 (configuration not stated)	1%	i	1.5	13%	i	0%	-0.3%	-5%	-10%
COc1ccc(C/C(N)=N/OC(=O)c2cccs2)cc1	3%	i	0.6	-11%	i	-29%	3.1%	?	-15%
O=C(NCC1CCCO1)c1cc2cc(F)ccc2[nH]1 (configuration not stated)	0%	i	0.5	5%	i	-8%	5.1%	27%	-1%
Cc1cc(C)n(S(=O)(=O)c2cc(C(=O)O)c(Cl)cc2Cl)n1	1%	i	-2.1	1%	i	-4%	0.2%	3%	-1%
C[C@H](CO)N1C[C@H](C)[C@@H](CN(C)CC2CC2)OCc2cnnn2CCCC1=O	nt	i	0.3	nt	i	32%	0.0%	nt	-1%
O=C(N/C(=C/C=C/c1ccccc1)C(=O)N1CCOCC1)c1ccccc1Cl	0%	i	2.4	-2%	i	-7%	6.7%	5%	-8%
CCC(CC)=NNC(=O)c1ccccc1OCc1ccc(F)cc1	-2%	i	-3.5	-8%	?	22%	3.9%	-9%	?
Cc1ccc(S(=O)(=O)Oc2ccc(/C=C3/N=C(c4ccccc4)OC3=O)cc2)cc1	0%	i	1.2	-7%	?	18%	-0.8%	3%	?

Three entries from above, arranged by molar mass, descending:
SMILES	Mm-Cpn inhibitor	pAkt inh	CCT chaperon mod	A549 tox	S2 tox	HepG2 viability	Nrf2 ARE act	Nrf2 inh	TGFb inhibitor
COCCNC(=O)Nc1ccc2c(c1)N(C)C(=O)CS2	2%	i	1.5	-8%	i	1%	-0.8%	4%	-9%
CCc1ccccc1NC(=O)C(C#N)Cc1cccnc1 (configuration not stated)	1%	i	1.7	0%	?	18%	-0.5%	13%	2%
CC(=O)c1cnn(-c2ccc(Cl)cc2)c1C	0%	i	0.0	1%	i	-48%	0.0%	?	0%
